HSF1 activator: increases HSF-1 driven luciferase reporter signal | activation, % at 9 µM | NIH3T3-HGL HSF-1 luciferase reporter, MG132, 8 h; 100% = twice DMSO control signal | 300,000 compounds, 1.7% hits | AID 504408;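 active means mean replicate activation of at least 50% with a set share of replicates each reaching 50%; inconclusive means only one of those two conditions met; inactive means mean below 50% and too few replicates reaching it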;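 further: 0% = median of the neutral control wells and 100% = twice that signal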
GSK3B inh: human GSK3beta kinase inhibition; P49841; GST-GSK3beta kinase, ADP-Glo luminescence, 60 min; active compounds read low; activity score (negative = inhibition), % at 10 µM; 300,000 compounds, 0.038% hits; AID 2097;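 active means more than half of replicate wells score below -50%, meaning over 50% inhibition versus plate controls; inconclusive means some replicates but at most half score below -50%; inactive means no replicate scores below -50%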;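 further: 0% = median DMSO wells and -100% = median GW8510 positive control wells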
Target sequence (P49841 whole entry, looked up): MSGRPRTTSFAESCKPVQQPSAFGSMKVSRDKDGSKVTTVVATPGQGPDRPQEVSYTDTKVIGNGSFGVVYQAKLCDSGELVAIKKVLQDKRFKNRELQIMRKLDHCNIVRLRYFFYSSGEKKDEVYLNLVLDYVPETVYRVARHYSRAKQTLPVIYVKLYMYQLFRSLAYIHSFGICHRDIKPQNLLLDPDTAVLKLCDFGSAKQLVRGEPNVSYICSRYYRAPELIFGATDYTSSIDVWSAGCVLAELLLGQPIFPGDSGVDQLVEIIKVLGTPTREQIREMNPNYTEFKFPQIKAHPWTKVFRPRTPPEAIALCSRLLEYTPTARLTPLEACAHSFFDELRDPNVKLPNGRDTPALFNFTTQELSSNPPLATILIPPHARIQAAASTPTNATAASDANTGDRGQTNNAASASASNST
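Assay system: GST-tagged human GSK3beta kinase, cell-free; Input: 1.6 ng GSK3beta; Medium: Tris/MgCl2 kinase buffer; Timing: 60 min enzyme reaction, room temperature; Signal: ADP-Glo luminescence quantifying ADP generated by kinase; Evaluation: score relative to plate controls; Benchmarks: DMSO neutral wells and GW8510 at 20 µM as positive.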
aSyn UTR inh: 5' untranslated region of α-synuclein, MLPCN primary screen; alpha-synuclein 5'UTR reporter, inhibitor activity; inhibition, % (tested at 7.5 µM); 300,000 compounds, 0.82% hits; in the data active means inhibition above about 60%; inconclusive means no clear call, values can overlap the other calls;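 further: H4 neuroglioblastoma cells stably carrying SNCA 5'UTR luciferase fusion; 0% = DMSO wells and 100% = positive control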
HSP90 refold inh: blocks HSP90-mediated luciferase refolding in reticulocyte lysate. 290,000 compounds, 0.91% hits. Rabbit reticulocyte lysate, luciferase refolding luminescence, 3 h. inhibition, % at 5.6 µM. AID 1789;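 active means inhibition above the screen-wide mean plus 3 SD, computed separately per campaign, cut at about 16% in these data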;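 further: 0% = DMSO wells and 100% = 60 µM geldanamycin wells; inhibitors lower the luminescence because luciferase stays unfolded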
IEC-6 cytotox: kills IEC-6 intestinal cells in KLF5 counter-screen; AID 1825; 290,000 compounds, 0.78% hits; inhibition, % at 5 µM; IEC-6 cytotoxicity, luminescence viability; in the data active means inhibition above about 22%;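 further: 0% = plate median of test compound wells and 100% = cytotoxic reference compound wells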
PolyA inh: blocks polyadenylation in yeast reporter cells; calls only at 12 µM; S. cerevisiae SKY197-pL101 polyadenylation reporter, beta-gal luminescence; efflux-impaired pdr1/pdr3 knockout yeast; score 100 = 6 SD above DMSO; 300,000 compounds, 0.02% hits;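 active means lowest replicate activity score at least 50, where 100 means six control SD above control mean; inconclusive means lowest score under 50 but half or more replicates reach 50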;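 further: yeast exposed to compound for 9 h at 30 °C; higher score means more reporter readthrough which indicates perturbed polyadenylation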
GSK3A inh: human GSK-3 alpha kinase inhibition; P49840; AID 2650; inhibition, % at 10 µM; ADP-Glo luminescence, 60 min; 320,000 compounds, 0.1% hits;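 in the data active means inhibition above about 50%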;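 further: GST-tagged GSK-3 alpha with peptide substrate and 25 µM ATP; 0% = DMSO neutral wells and 100% = GW8510 positive control wells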
Target sequence (P49840 whole entry, looked up): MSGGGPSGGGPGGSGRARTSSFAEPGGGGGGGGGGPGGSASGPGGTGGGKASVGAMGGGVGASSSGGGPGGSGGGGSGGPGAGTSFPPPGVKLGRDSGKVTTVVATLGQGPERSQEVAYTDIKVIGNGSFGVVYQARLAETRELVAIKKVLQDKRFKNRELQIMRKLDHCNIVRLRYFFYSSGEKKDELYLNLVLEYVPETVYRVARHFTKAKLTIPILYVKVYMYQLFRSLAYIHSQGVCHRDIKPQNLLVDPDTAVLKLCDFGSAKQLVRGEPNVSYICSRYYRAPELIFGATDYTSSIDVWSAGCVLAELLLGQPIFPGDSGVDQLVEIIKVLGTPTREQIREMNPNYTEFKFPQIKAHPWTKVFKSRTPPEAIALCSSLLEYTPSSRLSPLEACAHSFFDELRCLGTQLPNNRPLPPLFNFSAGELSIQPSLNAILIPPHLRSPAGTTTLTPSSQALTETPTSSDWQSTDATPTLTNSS
HSF1 inhib: HSF1 inhibition | 300,000 compounds, 0.77% hits | AID 2098 | NIH3T3-HGL HSE-luciferase, MG132-induced, luminescence 8 h; active compounds read low | activity change, negative = inhibition, % at 7.5 µM (by protocol);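 active means more than half of replicate wells show activity change below -50%, luminescence cut by over half; inconclusive means some wells, but at most half, below -50%; inactive means no replicate well below -50%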;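 further: luciferase reports HSF-1 transcriptional activity via heat shock element; 0% = median of DMSO wells and -100% = zero luminescence signal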
KLF5 inhibitor: kruppel-like factor 5 inhibition; DLD-1 KLF5 promoter-luciferase reporter, luminescence; inhibition, % at 5 µM; 290,000 compounds, 0.23% hits;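 active means inhibition above a per-plate limit of that plate's mean compound inhibition plus 3 SD, cut at about 60% in these data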;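 further: 0% = DMSO wells and 100% = LY294002 at 200 µM; higher means less KLF5 promoter-driven luciferase light; inactives centre near -14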
AI-2 QS modul: modulates the Vibrio harveyi AI-2 quorum sensing system; Vibrio harveyi JMH597 AI-2 luminescence/OD600 ratio, 9 h; active compounds read low; strain lacks LuxN and CqsS sensors; 0 = neutral-control median; 300,000 compounds, 0.4% hits; activity change, % at 7.5 µM; AID 2094; in the data active means activity change below about -75%, passing the limit was not always enough; inconclusive means no clear call, values can overlap the other calls;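 further: luminescence divided by OD600 gain over 9 h not by final OD600 alone; inactives centre near 13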
* marks the source's active call; other numbers are inactive results; i = inactive; ? = inconclusive; . = not tested or not shown. This is a subset; count on the stated rates, not on these rows.

SMILES	HSF1 activator	GSK3B inh	aSyn UTR inh	HSP90 refold inh	IEC-6 cytotox	PolyA inh	GSK3A inh	HSF1 inhib	KLF5 inhibitor	AI-2 QS modul
COc1ccc(C(=O)NC(=C(Cl)Cl)S(=O)(=O)c2ccc(C)cc2)cc1	10	4	-37	3	1	i	3	13	-7	-2
Nc1c(C(=O)Nc2ccccc2F)sc2nc(-c3ccco3)ccc12	-11	-1	-118	-2	-16	i	-2	-7	-26	13
CCc1ccc2c(c1)C(c1cccs1)=NNC(c1cccnc1)=N2	14	-1	-11	-2	-2	i	-1	4	-13	19
Cc1ccccc1CC(=O)N1CCN(C(=O)c2ccco2)CC1	-24	0	-5	-2	-12	i	-2	-6	-16	16
COCCNC(=S)NNC(=O)c1cc(C2CC2)nc2ccccc12	-7	-1	17	-2	1	i	-3	-10	0	16
COc1cc(C)c(S(=O)(=O)NOCc2ccccc2)c(C)c1C	-8	-2	-1	3	5	i	-2	2	4	-14
Cc1nnc(SCC(=O)Nc2ccc3c(c2)OCO3)s1	-6	4	15	-2	-7	i	.	-4	-17	36
CCn1ccnc1CN(C)Cc1cn(-c2ccc(C)cc2)nc1-c1ccc(F)cc1	-24	-3	33	4	0	i	0	-3	-5	12
O=S(=O)(Nc1c(F)cccc1F)c1ccc(Cl)nc1	3	.	-6	.	.	i	-2	-4	.	.
Cc1noc(C)c1COc1cccc(C(=O)NCc2ccccc2Cl)c1	16	3	19	6	6	i	1	8	3	11
COc1ccc(OCC(=O)NCCS(=O)(=O)N2CCN(c3ccc(F)cc3)CC2)cc1	6	-3	10	-5	-1	i	0	7	-25	19
S=C(NCCc1ccccc1)NCc1ccccc1Cl	43	-2	4	-4	5	i	-4	7	-8	-6
Cc1ccc(Cl)cc1N1CCN(C(=O)CCCn2c(=O)c3cccn3c3cccnc32)CC1	-2	-2	17	10	12	i	-1	8	1	14
Cc1ccccc1CCNC(=O)C1CCC(=O)N(C2CCCCCC2)C1 (centres undefined)	-14	-5	8	6	4	.	-4	0	-9	-10
COc1cc(/C=C/C(=O)NC(C)(C)C)ccc1OCc1ccccc1	-2	-2	?	4	-10	i	-2	4	5	21
C/C=C/c1ccc(OCC(=O)OCC)c(OC)c1	2	0	-29	-1	-2	i	-1	7	-30	10
Clc1cccc(Cc2nn[nH]n2)c1	2	3	-27	5	-3	i	-9	-4	-10	2
Cc1cnc(C(=O)OCC(=O)Nc2ccc(C)c(S(=O)(=O)N3CCCCC3)c2)cn1	-11	-3	-20	1	4	i	2	5	10	9
CC1Cc2ccccc2N1C(=O)COC(=O)c1cccnc1Cl (centres undefined)	0	0	17	-3	-6	i	1	-2	-6	17
Cc1ccc(S(=O)(=O)NCc2csc(-c3cccs3)n2)cc1	2	2	-6	-2	-1	i	-3	-1	-7	11
O=C(NC1CCCC1)c1ccc(S(=O)(=O)N2CCOCC2)cc1	4	0	11	2	1	i	-3	-6	-21	0
Cc1nn(Cc2ccccc2Cl)c(C)c1NC(=O)c1ccn(C)n1	2	-1	4	-3	1	i	1	-6	-28	12
CC(C)NC(=O)COc1ccccc1C#N	17	-1	-20	0	0	i	0	-1	-31	32
CS(=O)(=O)Nc1ccc(C(=O)NCCC2=CCCCC2)cc1	23	1	-109	1	5	i	0	10	-104	28
CCc1nnc(NC(=O)CSc2nnnn2-c2cccc(C(=O)OC)c2)s1	-15	0	3	4	-1	i	-1	-2	-27	8

Continued, starting with the last 3 of the part before.
SMILES	HSF1 activator	GSK3B inh	aSyn UTR inh	HSP90 refold inh	IEC-6 cytotox	PolyA inh	GSK3A inh	HSF1 inhib	KLF5 inhibitor	AI-2 QS modul
CC(C)NC(=O)COc1ccccc1C#N	17	-1	-20	0	0	i	0	-1	-31	32
CS(=O)(=O)Nc1ccc(C(=O)NCCC2=CCCCC2)cc1	23	1	-109	1	5	i	0	10	-104	28
CCc1nnc(NC(=O)CSc2nnnn2-c2cccc(C(=O)OC)c2)s1	-15	0	3	4	-1	i	-1	-2	-27	8
CCCc1nn(C)c2c1C(c1ccncc1)C(C#N)=C(N)O2 (centres undefined)	-17	0	-2	0	-2	i	1	2	-32	11
Cc1nnc(OCc2nc3ccccc3n2C)c2ccccc12	29	0	-40	3	1	i	2	11	-23	30
CC(C)NC(=O)C1CCN(C2CCN(C(=O)c3scc4c3CCCC4)CC2)CC1	2	-2	11	0	-1	i	11	-4	-9	-6
CC(=O)OCCNC(=O)c1cccnc1	-13	6	14	-1	-6	i	-1	-3	-29	11
COc1cc2c(cc1OC)C1(CCCC1)CNC2c1cccc([N+](=O)[O-])c1 (centres undefined)	-4	2	12	5	9	i	-1	-3	12	11
S=c1[nH]cnc2scc(-c3ccccc3)c12	7	-4	2	1	4	i	4	2	-11	?
CCOC(=O)CSc1nnc(-c2ccccc2)c(=O)[nH]1	3	2	4	-1	0	i	-1	6	1	5
COc1ccccc1-c1nnc(N)s1	4	0	-20	-1	0	i	4	-4	8	2
C=COCCNC(=O)C(=O)NC(C)C	-23	9	-6	-3	-4	i	1	2	3	7
COc1ccc(C)cc1S(=O)(=O)N1CCN(C(=O)c2ncoc2-c2cccc(C)c2)CC1	5	-1	24	0	-10	i	-2	6	-26	15
CCCc1c(C(=O)N/N=C/c2ccc(OCc3ccccc3)c(OC)c2)nnn1-c1nonc1N	33	-2	-148	5	2	i	-1	16	-52	6
COC(=O)C1=C(C)N(c2ccc(C)cc2)/C(=C/c2ccc(O)cc2)C1=O	27	2	-12	-1	1	i	-1	12	-16	18
Fc1ccc(-n2c(Cc3cccs3)n[nH]c2=S)cc1Cl	-10	1	-12	1	-9	i	-3	1	-29	8
COc1ccc(NC(=S)N(CCC(C)C)C2CCN(C(C)C)CC2)cc1	-6	2	-6	1	3	i	-1	-5	-35	3
C/C(=N/NS(=O)(=O)c1cccc([N+](=O)[O-])c1)c1ccc2c(c1)OCO2	13	4	-2	-2	2	i	-4	1	-36	3
CC(=O)Nc1ccc(/C=N/NC(=O)CNC(=O)c2ccccc2)cc1	-6	2	5	5	-7	i	-2	-5	-41	8
CCOC(=O)N1CCC(NC(=O)Cn2c3c(c(-c4ccccc4Cl)cc2=O)CCC3)CC1	-4	1	-14	-1	-6	i	0	5	-30	19
CCCCCCN1C=C/C(=C\C=C(C#N)C#N)c2ccccc21	20	1	29	-2	8	i	1	8	-5	4
CN(C)S(=O)(=O)c1ccc(NC(=O)COC(=O)Cn2[nH]c(=O)c3ccccc3c2=O)cc1	35	3	6	8	6	i	1	3	7	22
CCOc1cc(N(CC)CC)ccc1/C=C(/C#N)c1nc2ccccc2[nH]1	-17	-1	-107	18*	6	i	-7	-7	-34	15
COc1ccc(N(C(=O)CNC(=O)c2cccs2)C(C(=O)NCC2CCCO2)c2ccccc2)c(OC)c1 (centres undefined)	26	-1	13	2	0	i	-3	5	17	-5
C/C(=N\NC(=O)c1ccc(NS(=O)(=O)c2cccs2)cc1)c1ccncc1	0	0	2	1	3	i	-1	-12	-14	18
N#Cc1cccc(C#N)c1NCC1CCCO1 (centres undefined)	24	4	-10	1	2	i	-2	3	-13	7
CCOC(=O)N1CCN(C(=O)COc2ccc3ccccc3c2Br)CC1	-9	-1	-24	7	5	i	-1	-4	-11	14
Cc1cc(C)nc(SCc2nnc(SCC(=O)Nc3nccs3)n2Cc2ccco2)n1	36	-3	-9	-2	-3	i	-2	-3	-17	34

Next records follow:
SMILES	HSF1 activator	GSK3B inh	aSyn UTR inh	HSP90 refold inh	IEC-6 cytotox	PolyA inh	GSK3A inh	HSF1 inhib	KLF5 inhibitor	AI-2 QS modul
Cc1ccc(S(=O)(=O)N(C)C)cc1NC(=S)N1CCN(Cc2ccc3c(c2)OCO3)CC1	5	-1	-29	-2	-1	i	-1	-4	-4	11
CN(C)Cc1c(O)ccc2c1O/C(=C\C=C\c1ccccc1)C2=O	3	-54*	-2	11	1	i	46	6	16	5
NC1=NC(=O)/C(=C/c2c(OS(=O)(=O)c3ccc(Cl)cc3)ccc3ccccc23)S1	6	3	-8	9	-5	i	3	-5	-6	23
O=S(=O)(Cc1ccccc1Cl)N1CCN(Cc2ccc3c(c2)OCO3)CC1	-3	2	15	1	-1	i	-4	2	12	4
COc1ccc(OCC(O)CN2CCN(c3ccc(Cl)cc3)CC2)cc1 (centres undefined)	-8	-4	12	3	1	i	-3	-3	-3	14
CC1CCC(NC(=O)c2nn(C)c3c2CSc2ccccc2-3)CC1 (centres undefined)	7	1	-4	-4	-7	i	0	-4	-112	37
N#CCSc1nnc(COc2ccc3ccccc3c2)o1	11	-2	-22	-5	-8	i	2	9	-87	31
c1cncc(-c2nnc3n2CCC3)c1	-3	-1	-2	7	7	i	6	-12	5	20
CCC(C)Nc1nc2c(C)cccn2c(=O)c1C=Nc1ccc(OC)cc1 (centres undefined)	.	0	.	-3	0	i	-1	.	-23	1
Cc1ccc(NC(=O)C(CC(C)C)NC(=O)C2CCC(C)CC2)nc1 (centres undefined)	-5	-1	1	-1	2	i	.	3	-53	2
N#Cc1ccc(Oc2cccc(C(=O)O)c2)cc1C#N	13	2	3	3	1	i	0	-4	1	10
COc1ccccc1-n1c(COc2ccccc2-c2ccccc2)nnc1SCC(=O)c1c(N)n(C)c(=O)n(C)c1=O	49	1	14	-3	-4	i	0	21	-6	6
CCc1ccc(OCC(=O)N2CC(C(N)=O)Oc3ccccc32)cc1 (centres undefined)	-29	4	-3	-4	0	i	3	-14	-8	9
Cc1ccccc1OCCN1CCC(Cc2ccccc2)CC1	-2	0	11	1	0	i	-3	-6	-30	20
COC(=O)c1c(NC(=O)COC(=O)c2ccc(O)cc2)sc2c1CCCCC2	16	-2	-22	0	4	i	1	-4	-8	21
Cc1sc2cc(-c3cccc([N+](=O)[O-])c3)c(-c3cccc([N+](=O)[O-])c3)c[n+]2c1C	-42	0	9	1	4	i	-3	-26	-37	18
CCc1nnc(NC(=O)CCC(=O)O)s1	-5	1	-42	0	2	i	-1	-5	-10	23
CN(c1ccccc1)S(=O)(=O)c1ccc(C(=O)OCC(=O)NCc2cccs2)cc1	-24	-10	-25	0	2	i	-3	-15	-7	-3
O=C1/C(=C/c2cccc(O)c2)SC(=S)N1CC1CCCO1 (centres undefined)	-10	-8	-27	-7	-14	i	-1	1	-9	2
CN(C)c1ccc(/C=N/NC(=O)c2ccco2)cc1	37	0	-78	5	2	i	-1	3	-133	2
O=C(Cn1cc(C(=O)C2CC2)c2ccccc21)NC1CCCC1	-60	1	-9	-1	-2	i	-1	?	-8	-7
